eLon inh = inhibitors of E. coli Lon protease, primary screen, biochemical, fluorescence polarization | P0A9M0 | purified E. coli Lon protease | inhibition, % at 7.94 µM | actives 0.42% (n = 360,000) | AID 602123, 2011; in the data active = inhibition above about 13%, passing the limit was not always enough;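 also: 0% = enzyme with probe and DMSO and 100% = no enzyme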
MsrA inh = bovine MsrA enzyme inhibitors, primary screen, biochemical, absorbance, HTS; Methionine sulfoxide reductase A (Bos taurus); purified bovine MsrA, absorbance read-out; inhibition, % at 15.5 µM; actives 0.75% (n = 360,000); AID 651718, 2012; in the data active = inhibition above about 4.5%;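 also: 0% = vehicle wells with enzyme and 100% = reference inhibitor wells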
SUMO1 PPI mod = modulators of SUMO1 protein-protein interactions, primary screen, biochemical, uHTS; SUMO1 binding to a labelled peptide, TR-FRET, 1 h; Small ubiquitin-related modifier 1 (Homo sapiens), P63165; inhibition, % at 20 µM; actives 0.33% (n = 360,000); AID 602429, 2012; in the data active = inhibition above about 37%
Target sequence (P63165 whole entry, looked up): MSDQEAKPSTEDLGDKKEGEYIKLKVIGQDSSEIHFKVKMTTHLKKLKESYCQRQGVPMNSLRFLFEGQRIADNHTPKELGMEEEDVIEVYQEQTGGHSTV
DNMT1 block = human DNMT1 methyltransferase inhibitors, primary screen, biochemical, molecular beacon, fluorescence, HinP1I cleavage, uHTS; actives 0.83% (n = 360,000); AID 588458, 2011; inhibition (reported as % activation of signal), % at 10 µM; DNA (cytosine-5)-methyltransferase 1 (Homo sapiens), P26358; in the data active = inhibition above about 50%
Scp1 inh = Scp-1 phosphatase inhibitors, primary screen, biochemical, colorimetric, uHTS | Carboxy-terminal domain RNA polymerase II polypeptide A small phosphatase 1 (Homo … | Recombinant Scp1, phosphopeptide, malachite green phosphate absorbance | inhibition, % at 20 µM | actives 0.88% (n = 340,000) | AID 493091, 2011;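 active = inhibition above about 50% at 20 µM, limit read from the data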;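 also: plate controls were DMSO wells with enzyme for no effect and wells lacking enzyme for full effect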
Target sequence (Q9GZU7 76-261 limits assumed): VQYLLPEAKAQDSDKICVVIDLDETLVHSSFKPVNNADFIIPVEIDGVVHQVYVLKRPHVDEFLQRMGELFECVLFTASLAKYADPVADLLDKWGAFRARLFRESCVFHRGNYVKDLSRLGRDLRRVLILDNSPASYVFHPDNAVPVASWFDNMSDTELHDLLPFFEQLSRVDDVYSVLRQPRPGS
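System: truncated SCP-1 phosphatase (76-261aa); medium: Tris acetate buffer pH 5.5 with MgCl2 and Tween-20; incubation: 45 min room-temperature reaction, 5 min colour, 30 min stabiliser; compound: single 20 µM dose, 1% DMSO; reagent: Phosphorylated 17-residue peptide substrate; read-out: % inhibition at 20 µM; technique: colorimetric free-phosphate detection, absorbance 630 nm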
bovine MsrA act = bovine MsrA enzyme activators, primary screen, biochemical, absorbance, HTS. Methionine sulfoxide reductase A (Bos taurus). activation, % at 10.6 µM. actives 0.3% (n = 360,000). purified bovine MsrA, absorbance read-out; in the data active = activation above about 7.5%;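 also: 0% = vehicle and 100% = reference activator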
NRP1-CendR mod = modulators of CendR peptide binding to NRP-1, primary screen, biochemical, fluorescence polarization, uHTS; inhibition, % at 25 µM; actives 0.85% (n = 360,000); FAM-RPARPAR peptide binding to NRP-1; Neuropilin-1 (Homo sapiens), O14786;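 active = inhibition or corrected inhibition above about 18%, plus a signal ratio from 0.5 to 1.5, limit read from the data, passing the limit was not always enough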; also: strong numbers were not always called active
STEP inh = STEP phosphatase inhibitors, primary screen, biochemical, fluorescence intensity, uHTS. Tyrosine-protein phosphatase non-receptor type 5 (Homo sapiens), P54829. recombinant STEP, OMFP fluorogenic substrate. inhibition, % at 20 µM. actives 0.25% (n = 360,000). AID 588621, 2011;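 active = inhibition at 20 µM, scaled per plate between control wells, above about 37%, limit read from the data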;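 also: 0% = DMSO with enzyme and substrate and 100% = substrate only without enzyme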
Target sequence (P54829 whole entry, looked up): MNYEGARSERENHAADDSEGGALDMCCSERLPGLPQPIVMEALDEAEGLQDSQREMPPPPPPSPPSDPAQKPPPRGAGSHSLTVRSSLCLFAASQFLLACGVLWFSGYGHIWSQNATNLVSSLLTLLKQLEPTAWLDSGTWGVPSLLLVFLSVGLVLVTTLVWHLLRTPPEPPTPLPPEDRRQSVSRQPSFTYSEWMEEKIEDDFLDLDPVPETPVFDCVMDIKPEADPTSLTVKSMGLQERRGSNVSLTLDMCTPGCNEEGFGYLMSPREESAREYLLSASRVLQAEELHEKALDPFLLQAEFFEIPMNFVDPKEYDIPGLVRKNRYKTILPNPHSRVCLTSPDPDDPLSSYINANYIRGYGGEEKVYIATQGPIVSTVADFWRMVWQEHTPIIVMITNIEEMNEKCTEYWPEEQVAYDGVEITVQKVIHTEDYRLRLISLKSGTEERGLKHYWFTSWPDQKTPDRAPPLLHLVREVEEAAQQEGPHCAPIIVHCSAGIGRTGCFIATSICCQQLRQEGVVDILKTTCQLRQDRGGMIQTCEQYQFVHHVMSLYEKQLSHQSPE
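medium = Bis-Tris buffer pH 6.0, 2.5 mM DTT, 0.005% Tween 20 | test system = STEP (striatal-enriched tyrosine phosphatase) enzyme, cell-free | measure = normalized % inhibition | compound dosing = 20 µM, 1% DMSO | also added = 25 µM OMFP | schedule = reaction 20 min, ambient temperature | measured by = fluorescence read at 480 nm ex / 540 nm em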
LMPTP block = LMPTP phosphatase inhibitors, primary screen, biochemical, fluorescence intensity, uHTS. inhibition, % at 20 µM. Low molecular weight phosphotyrosine protein phosphatase (Homo sapiens), P24666. AID 651560, 2012. actives 0.22% (n = 360,000). recombinant LMPTP-A, OMFP fluorogenic substrate;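 active = compounds that cut the enzyme signal by at least half of the control window in the single-dose screen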;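 also: plate controls were DMSO wells with enzyme plus substrate for no effect and substrate without enzyme for full effect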
Target sequence (P24666 whole entry, looked up): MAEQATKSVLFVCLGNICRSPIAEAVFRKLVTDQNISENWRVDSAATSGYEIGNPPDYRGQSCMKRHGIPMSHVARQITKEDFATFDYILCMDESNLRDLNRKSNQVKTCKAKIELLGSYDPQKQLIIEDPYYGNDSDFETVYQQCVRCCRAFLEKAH
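test system = LMPTP-A | amount = 0.625 nM LMPTP-A final | reagent = fluorogenic phosphatase substrate OMFP at 400 µM final | incubation = 50 min at room temperature | benchmarks = no-enzyme low control, uninhibited high control | medium = Bis-Tris pH 6.0, DTT, detergent | signal = fluorescence intensity of OMFP turnover product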
TbMetRS inhib = T. brucei MetRS inhibitors, primary screen, biochemical, luminescence | actives 0.4% (n = 360,000) | inhibition, % at 11.9 µM | purified T. brucei MetRS, ATP depletion, Kinase-Glo luminescence | methionyl-tRNA synthetase (Trypanosoma brucei brucei);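 active = inhibition above a per-plate cutoff of the control wells' mean inhibition plus 3 SD, cut at about 5.5% in these data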;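 also: 0% = DMSO wells median and 100% = median of wells with control inhibitor compound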
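Measured by: Kinase-Glo luciferase luminescence reporting remaining unconsumed ATP. Material: purified T. brucei MetRS enzyme. Doses: 11.9 µM compound single dose, 0.9% DMSO. Medium: HEPES buffer containing pyrophosphatase, BSA, spermine, DTT. Times: 15 min preincubation, 2 h reaction, all 25 °C. Reagent: methionine, ATP and bulk E. coli tRNA.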
The depositor's hits bear a star; . = not tested or not shown.

SMILES | eLon inh | MsrA inh | SUMO1 PPI mod | DNMT1 block | Scp1 inh | bovine MsrA act | NRP1-CendR mod | STEP inh | LMPTP block | TbMetRS inhib
CC(Cc1cccs1)N(Cc1ccc(Cl)cc1)C(=O)c1ccncc1 (stereo not drawn) | -13 | 1.2 | 3 | 2 | -17 | 1 | -4 | 0 | -0.2 | -0.6
C=CCN(c1ccccc1OC)S(=O)(=O)c1cccc(C(=O)OCC(=O)N2CCOCC2)c1 | 3 | 0.6 | 2 | 1 | -6 | -5 | -4 | 0 | 0.6 | -0.6
O=C(COC(=O)CSc1cc(Cl)ccc1Cl)Nc1ncc(C(F)(F)F)cc1Cl | -2 | -0.8 | 3 | -4 | -5 | -2 | -1 | 1 | 2.9 | 0.6
CC(NC(=S)Nc1c(Br)cccc1OC(F)F)C(C)(C)C (stereo not drawn) | -4 | -0.5 | 2 | 3 | -5 | 9.0* | -9 | 2 | 0.4 | -0.3
O=C(CSC1=NCCS1)Nc1nc2c(s1)CCCC2 | -6 | -0.5 | 2 | -3 | 3 | -10 | -19 | 0 | -0.6 | -0.4
CCn1c(SCC(N)=O)nnc1-c1ccc(S(=O)(=O)N2CCN(C)CC2)cc1 | 0 | 1.7 | 1 | 3 | -1 | -8 | -30 | 2 | -1.7 | -1.1
Cc1cnc(NC(=O)c2ccc3ncsc3c2)s1 | -2 | 1.1 | 3 | 6 | 3 | -10 | 6 | -1 | 3.1 | -0.6
CN(C)c1ccc(-c2ccnc3c2CC(C)(C(=O)Nc2cccc(N(C)C)c2)O3)cc1 (stereo not drawn) | -23 | 0.6 | 4 | -3 | . | -1 | -12 | 2 | 1.6 | -0.3
COC(=O)N/N=C/c1cn(Cc2c(Cl)cccc2Cl)c2ccccc12 | 1 | 1.3 | -1 | -12 | -10 | 2 | 10 | 6 | 2.8 | -0.5
CCOc1ccc(OCCC(=O)Nc2ccc(F)cc2C)cc1 | 6 | 0.3 | -5 | 2 | -5 | -2 | 8 | 2 | 0.1 | 0.3
COc1cccc(S(=O)(=O)Nc2ccc3c(c2)C(=O)N(C)C[C@H](OC)[C@H](C)CN(Cc2ccccc2F)[C@@H](C)CO3)c1 | . | 1.3 | 3 | . | . | . | 0 | . | -0.7 | -0.6
COC(=O)Cc1ccc(NC(=S)Nc2ccccn2)cc1 | 1 | -0.4 | -1 | -1 | -6 | -1 | -7 | 1 | 0.9 | 0.0
Cc1ccc(CC(=O)Nc2cccc([N+](=O)[O-])c2)cc1 | -7 | 0.6 | -11 | -4 | -7 | -4 | 11 | -1 | -0.2 | 0.2
O=C(N/N=C/c1ccc(Cl)cc1)c1ccc2c(c1)OCO2 | -9 | 1.0 | 15 | 9 | 103* | -9 | 1 | 93* | 39 | -1.6
O=C(Nc1nc(-c2ccc(Cl)cc2Cl)cs1)c1ccc(OCC2CCCO2)cc1 (stereo not drawn) | 1 | -1.1 | -2 | -5 | -9 | -3 | 2 | -2 | 2.2 | 0.0
CC(C)CN(C(=O)CSc1nnc2ccccn12)C1CCS(=O)(=O)C1 (stereo not drawn) | -6 | -0.3 | 14 | 0 | -8 | -1 | -1 | 2 | -1.1 | -0.2
Cc1ccc(C)c(OC(C)C(=O)Nc2nccs2)c1 (stereo not drawn) | -1 | -1.0 | 6 | 2 | -7 | -2 | 2 | 0 | 0.8 | -0.3
Cc1ccc(C(C)C)c(OCC(=O)NNC(=O)Cn2[nH]c(=O)c3ccccc3c2=O)c1 | -7 | -0.3 | 0 | -3 | -8 | -3 | -3 | 0 | -0.3 | -0.3
CN(Cc1ccc(Cl)cc1Cl)C(=O)CNC(=O)c1ccco1 | -6 | 0.6 | 4 | 0 | -13 | -4 | -20 | -1 | -0.3 | 0.1
Cn1nc(C(C)(C)C)cc1N1C(=O)CCC1(C)C(=O)NCc1ccccc1 (stereo not drawn) | -3 | 0.3 | 2 | 6 | . | -5 | 10 | 1 | -0.7 | -0.3
CC(C)n1c(CCCO)nc2ccccc21 | -3 | -0.8 | -2 | 2 | -5 | 4 | -14 | 0 | 1.1 | -0.2
Cc1ccccc1C(=O)NC(=S)N(C)CCc1ccccn1 | 3 | -1.2 | 0 | 0 | -5 | 0 | -4 | -3 | -1.1 | -0.1
O=c1cc(CSc2ccc(Cl)cc2)nc(N2CCOCC2)[nH]1 | 5 | 0.3 | -2 | 2 | -2 | -1 | -4 | -1 | -0.2 | -0.3
C/C(=N\NC(=O)c1cccc(Cl)c1)c1cccc(NC(=O)C(C)C)c1 | -6 | 1.6 | -2 | -2 | -8 | -7 | -1 | -2 | -1.3 | -0.4
CC(=O)Oc1ccc(C(=O)NCc2ccco2)cc1 | -1 | -1.4 | 3 | 4 | -5 | -1 | 5 | 0 | 0.4 | -0.1
CCOC(=O)c1c(C)oc2c(CN3CCN(C)CC3)c(Br)c(OC)c(O)c12 | -3 | -0.1 | -1 | 1 | -3 | -7 | 3 | 2 | -3.2 | -0.7
CCOc1ccc(S(=O)(=O)NCCC(=O)NCC(c2ccc(OC)cc2)N2CCCCC2)cc1 (stereo not drawn) | -10 | 0.0 | -30 | -1 | -2 | 3 | 2 | 0 | -10 | -0.6
CCN1C(=O)C(=Cc2cccc(OC)c2Oc2ccc([N+](=O)[O-])cc2[N+](=O)[O-])SC1=S | -18 | -0.9 | -13 | -6 | -16 | -1 | 25* | 6 | 5.4 | -0.3
Oc1c(Br)cc(Br)cc1/C=N/NC(=S)N[C@H]1CC2C=CC1C2 (stereo partly drawn) | -26 | 0.2 | 2 | -15 | -10 | -6 | -8 | 1 | 4.0 | 2.1
CCOC(=O)c1[nH]c(C)c(C(=O)Nc2cc(Cl)ccc2C)c1C | 1 | -1.7 | -2 | -4 | -8 | -2 | -14 | -2 | -0.5 | -0.7
CCOC(=O)C(C)n1cnc2c(nnn2-c2ccc(C)cc2)c1=O (stereo not drawn) | -3 | -0.2 | -4 | -11 | -3 | 0 | -14 | 0 | 0.5 | 0.3
COc1ccc(OC)c(Nc2nc(=O)c3cccnc3s2)c1 | -7 | . | -5 | -6 | 12 | 0 | 18 | -2 | -1.6 | -0.4
COC(=O)C1=C2c3[nH]c4ccccc4c3CCN2C(=O)CC1 | -10 | 1.8 | 2 | -1 | -4 | -6 | -6 | -4 | -1.4 | 0.1
CCc1ccc(C(C)NC(=O)c2cc(C)oc2C)cc1 (stereo not drawn) | -10 | 0.9 | -1 | -4 | -6 | -2 | -16 | 4 | -1.1 | -0.5
N#C/C(=C\c1ccco1)C(=O)NCC1CCCO1 (stereo not drawn) | 1 | 7.0* | -16 | 20 | 12 | -6 | -2 | 1 | -0.2 | 1.1
O=C(Nc1ccc(S(=O)(=O)Nc2nccs2)cc1)c1cc(-c2ccccc2Cl)nc2ccccc12 | -1 | 0.7 | 6 | -15 | -5 | 4 | 13 | -2 | -0.7 | -0.4
Cc1nnc(SCC(=O)N2CC(=O)Nc3ccccc32)n1C | -1 | -0.6 | -2 | 2 | -10 | 1 | 3 | 2 | -0.6 | -0.6
O=C(OCc1cccc(F)c1)c1ccc2c(c1)-c1ccccc1C2=O | -8 | 0.1 | -9 | -2 | -8 | 0 | -18 | 3 | 4.0 | -0.2
CCCCc1cc(=O)oc2cc(C)c(CN3CCCC3)c(O)c12 | 7 | 2.1 | 27 | 96* | 0 | -13 | -40 | -2 | 3.0 | -0.9
CCCn1c(CN(Cc2ccccc2)Cc2ccccc2)nc2c1c(=O)n(C)c(=O)n2C | -17 | . | 8 | -5 | -8 | 3 | 1 | 2 | 1.4 | 0.2

Copied from the list:
MsrA inh result of `Oc1c(Br)cc(Br)cc1/C=N/NC(=S)N[C@H]1CC2C=CC1C2` (stereo partly drawn) is entered as 0.2
bovine MsrA act result of `Cc1ccc(CC(=O)Nc2cccc([N+](=O)[O-])c2)cc1` is entered as -4

Going on with the list:
SMILES | eLon inh | MsrA inh | SUMO1 PPI mod | DNMT1 block | Scp1 inh | bovine MsrA act | NRP1-CendR mod | STEP inh | LMPTP block | TbMetRS inhib
O=C(CN1C(=O)NC2(CCCCC2)C1=O)Nc1ccccc1N1CCCCC1 | 0 | 0.1 | 2 | 1 | 2 | -6 | 6 | -3 | 0.8 | -0.6
COc1ccc(NC(=O)C2=CC(c3ccc(C)cc3)=NS(=O)(=O)N2C)cc1 | 8 | 2.1 | -22 | -5 | -14 | -7 | -1 | 1 | -0.2 | -0.1
Cc1ccc2nc(NC(=O)CSc3nnc(C)c(=O)n3N)sc2c1 | -7 | 1.0 | 4 | 2 | -4 | -3 | -10 | 1 | -0.4 | -1.1
O=C(NCCN1CCN(c2ccccc2)CC1)Nc1cccc(Br)c1 | 6 | -0.9 | -3 | -1 | 2 | -10 | -1 | -2 | -1.1 | 0.9
COc1ccc(CNC(=O)C2CCCN(S(=O)(=O)N3CCC(C)CC3)C2)c(OC)c1 (stereo not drawn) | -6 | 0.1 | -4 | -3 | 69* | 0 | 2 | -1 | 0.7 | -0.4
CCN1CCN(c2ccc(N3CCN(S(=O)(=O)c4ccc(C)c([N+](=O)[O-])c4)CC3)nn2)CC1 | 0 | -0.2 | -32 | -3 | -6 | -3 | -13 | 1 | 3.4 | -0.3
CC1Cc2ccccc2N1C(=O)c1ccc(N2CCCC2)c([N+](=O)[O-])c1 (stereo not drawn) | -5 | 0.6 | -24 | -4 | -4 | -10 | 18 | 0 | 2.2 | -0.6
CC(=O)Nc1ccc(C(=O)NCC2CCCCC2)cc1 | 0 | 0.5 | 6 | -3 | -4 | -1 | -4 | -1 | -1.1 | -0.8
Cc1c(C(=O)NCc2ccccc2C(F)(F)F)sc(=O)n1Cc1ccccc1C#N | -3 | -0.8 | 0 | 1 | . | 0 | -13 | 0 | 0.4 | 0.1
O=C(CCS(=O)(=O)c1ccccc1)Nc1ccccc1-c1nc2ccccc2s1 | 3 | 1.8 | 0 | 2 | -5 | 2 | 7 | 3 | 0.8 | 0.0

Screening results from PubChem.
